From PubChem
GalR3 antagonist = blocks the human galanin receptor 3; O60755; HEK293 GalR3-CNG cAMP membrane potential fluorescence; galR3 body fused to GalR1 C-terminus; inhibition, % at 3 µM; actives 0.44% (n = 360,000); AID 651719;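 active means inhibition above the screen-wide average plus 3 SD, cut at about 13% in these data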;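 further: forskolin and galanin both at EC90 stimulate the cells; cAMP rise reported by CNG channel membrane potential dye signal; 0% = forskolin plus galanin with DMSO and 100% = forskolin alone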
CRFR2-BP antag = CRF-BP/CRF-R2 complex antagonism; inhibition, % at 11.8 µM; HEK293 CRF-R2/CRF-BP, CRF-induced calcium fluorescence; actives 0.59% (n = 350,000); AID 588475;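 active means inhibition of the ligand-induced calcium signal above about 50% at the single tested concentration, limit read from the data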
CHRM4 PAM = CHRM4 positive allosteric modulation. actives 0.4% (n = 360,000). activation, % at 3 µM. P08173. CHO-K1 hM4/Gqi5, Fluo-8 calcium fluorescence, ACh EC20; 0% = ACh EC20, 100% = maximal ACh;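 active means activation above its plate's cutoff, the mean activation of sample wells plus 3 SD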; further: some results filed as inactive read as strong as hits
CRFBP-R2 agonist = agonists of human CRF-binding protein/CRF-R2 receptor complex; HEK293 CRF-R2/CRF-BP, calcium dye fluorescence (FLIPR); percent of saturating CRF peptide response; activation, % at 13.2 µM; actives 0.46% (n = 350,000);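 active means activation of at least 50%, plus an integration ratio under a set limit after plate pattern correction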;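 further: plate controls were neutral control wells without compound for no effect and CRF at EC100 for full effect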
MEKK3 PB1 HTS = modulators (inhibitors or enhancers) of MEK5 binding to human MEKK3 PB1 domain; actives 1.4% (n = 290,000); binding response (% of control), % at 10 µM; bead-based flow cytometry, Alexa488-MEK5 binding to MEKK3; actives lie on both sides; 0 = blocked by unlabeled MEK5, 100 = vehicle;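 active means binding response more than 3 SD above or below the average of its plate-row segment, actives on both sides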;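 further: Alexa488 bead fluorescence after subtracting the streptavidin-only scavenger bead signal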
Target sequence (Q99759 whole entry, looked up, the tested form may be a part): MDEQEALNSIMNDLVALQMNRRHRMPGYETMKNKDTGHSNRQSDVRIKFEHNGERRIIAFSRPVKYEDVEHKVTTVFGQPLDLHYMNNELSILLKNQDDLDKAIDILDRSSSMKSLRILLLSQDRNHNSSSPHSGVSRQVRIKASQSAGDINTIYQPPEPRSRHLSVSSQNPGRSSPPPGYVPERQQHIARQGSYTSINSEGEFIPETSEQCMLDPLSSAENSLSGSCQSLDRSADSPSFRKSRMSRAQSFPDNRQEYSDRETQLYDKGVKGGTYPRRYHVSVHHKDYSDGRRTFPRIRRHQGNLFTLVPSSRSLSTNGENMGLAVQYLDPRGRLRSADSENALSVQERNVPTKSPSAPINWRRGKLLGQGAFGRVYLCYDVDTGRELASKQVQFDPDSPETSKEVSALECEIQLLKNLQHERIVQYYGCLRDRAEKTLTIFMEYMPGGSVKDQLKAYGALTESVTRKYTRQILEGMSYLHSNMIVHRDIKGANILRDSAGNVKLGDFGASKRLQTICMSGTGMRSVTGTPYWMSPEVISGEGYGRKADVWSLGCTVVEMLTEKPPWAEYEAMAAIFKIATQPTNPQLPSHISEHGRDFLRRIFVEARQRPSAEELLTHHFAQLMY
IDE inh = cellular human IDE inhibition; HEK cells, FAbetaB cleavage, fluorescence polarization; P14735; AID 434962; inhibition, % at 5.59 µM; actives 0.41% (n = 320,000);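 active means percent inhibition above the average of all tested compounds plus 3 SD, set per screening campaign, cut at about 16% in these data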;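 further: IDE supplied by intact live HEK cells; FP after avidin binding of uncleaved biotin substrate so inhibition keeps polarization high; 0% = DMSO wells and 100% = 60 µM reference IDE inhibitor Ii1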
pCIP destab = compounds decreasing mouse p/CIP protein stability; Q05BA5; F442A p/CIP-EGFP cells, EGFP fluorescence, 16 h; decrease of EGFP signal, % at 10 µM; actives 0.01% (n = 290,000);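 active means EGFP signal decrease of at least 30% at 10 µM or well 3 SD below plate mean, unless failing retest; inactive means the rest, including hits failing retest or dose response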; further: some compounds called inactive have numbers as strong as hits; many of its hits are not listed in these tables
IDE cell activ = boosts human insulin-degrading enzyme activity in HEK cells; P14735; FAbeta-B cleavage, fluorescence polarization; 0% vehicle, 100% cell-free pure enzyme wells; activation, % at 5.96 µM; actives 0.073% (n = 340,000); AID 493087;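 active means activation above the mean of all tested compounds plus 3 SD, set per screening campaign, cut at about 17% in these data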
PHOSPHO1 inh = PHOSPHO1 (human) inhibition. recombinant PHOSPHO1, absorbance phosphatase assay. actives 1.1% (n = 290,000). inhibition, % at 13.3 µM. AID 1565. Q8TCT1; in the data active means inhibition above about 60%
Target sequence (Q8TCT1 whole entry, looked up): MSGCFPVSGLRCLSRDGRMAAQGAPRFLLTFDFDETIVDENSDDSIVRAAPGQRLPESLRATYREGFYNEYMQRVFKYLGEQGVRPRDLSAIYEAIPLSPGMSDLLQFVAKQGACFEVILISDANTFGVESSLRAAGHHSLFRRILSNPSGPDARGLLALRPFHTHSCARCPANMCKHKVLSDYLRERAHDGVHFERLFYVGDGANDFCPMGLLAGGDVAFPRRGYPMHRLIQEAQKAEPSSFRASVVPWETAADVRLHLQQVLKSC
Numbers without * were called inactive; . = no result given; & = joins results of further samples.

SMILES	GalR3 antagonist	CRFR2-BP antag	CHRM4 PAM	CRFBP-R2 agonist	MEKK3 PB1 HTS	IDE inh	pCIP destab	IDE cell activ	PHOSPHO1 inh
CCN(CC)CCCN1C(=O)C(=O)/C(=C(/O)c2ccc(OC)cc2)C1c1ccco1 (stereo unspecified)	-2	7	-6	0.8	.	-1	.	-2	.
Cc1ccc(-c2csc3ncnc(Nc4ccc(N5CCOCC5)cc4)c23)cc1	9	-18	-9	0.2	105	7	16	4	-2
CCN(CC)C(=O)C1=C(C)N(Cc2ccccc2)C(=O)C(CC(=O)NC2CCCCC2)C1 (stereo unspecified)	-1	6	6	-1.1	.	.	.	.	.
COc1ccc(OC)c(/C=C/C(=O)Nc2ccc3c(c2)CCC3)c1	0	1	-2	2.8	106	14	2	1	-4
CC#CC(=O)N1CCC(n2nccc2NC(=O)c2ccc3c(c2)OCO3)CC1	-3	-4	5	-0.8	106	7	-10	1	34
CCOc1cc2[nH]c(=S)n(Cc3ccc(C(=O)NCCCN(CC)CC)cc3)c(=O)c2cc1OCC	-7	-10	-4	8.6	93	2	-4	3	34
CCOC(=O)CSC1=C(C#N)C(c2ccc(C)cc2)C2=C(CCCC2=O)N1 (stereo unspecified)	0	2	5	-0.1	97	6	-5	3	92*
COC(=O)CSc1nc2ccc(C)cc2[nH]1	4	9	17	0.0	94	5	4	4	-106
Cc1nc(C(=O)NNC(=O)c2ccc(C(F)(F)F)cc2)cs1	-5	-3	1	0.2	99	5	13	.	27
CC(C)CN(C(=O)C(C)N1C(=O)c2ccccc2C1=O)c1c(N)n(Cc2ccccc2)c(=O)[nH]c1=O (stereo unspecified)	-6	4	4	-0.6	.	4	.	0	.
Cc1cccc(C)c1Nc1nnc(SC/C(O)=C(\C#N)c2nc3ccccc3[nH]2)s1	-3	-25	7	1.5	97	2	2	5	5
CCCc1c(C(=O)N/N=C/c2sccc2C)nnn1-c1nonc1N	-6	-8	4	-2.9	100	8	-11	2	45
Cc1ccc(S(=O)(=O)Nc2cc(S(=O)(=O)N3CCOCC3)ccc2NCC2CCCO2)cc1 (stereo unspecified)	-2	3	7	-0.9	.	0	.	4	.
O=C(Cn1cccc1C(=O)c1ccccc1)NCCC1=CCCCC1	1	5	0	-0.5	103	-2	8	-2	16
COc1ccc(CCNCC(O)COc2c(C)cccc2C)cc1OC (stereo unspecified)	-11	4	2	1.6	99	.	-5	5	33
COc1cc(SC)ccc1C(=O)OCC(=O)N1CCCC1	-7	-2	-2	-1.1	96	4	-10	1	26
Cc1csc(NC(=O)CCc2ccc(S(=O)(=O)N3CCOCC3)cc2)n1	-4	-1	2	-0.5	105	4	-5	0	-4
CCOc1cc(NC(=O)c2ccccc2OC)c(OCC)cc1NC(=O)c1ccccc1	-5	22	-2	-1.2	109	3	-4	2	41
O=C(Cn1ncc2c3ccccc3n(Cc3ccccc3)c2c1=O)NCCCN1CCCC1=O	-8	-31	0	0.6	97	-2	6	1	34
COc1ccc(-c2ccc3oc(-c4ccc(OC)cc4)c(C#CCO)c3c2)cc1	95*	-10	2	0.4	104	-3	.	1	.
CCOC(=O)c1nn(-c2ccc(C)cc2)c2nc(Nc3ccccc3)cc(=O)n12	0	-5	-2	0.2	104	3	-9	4	-9
O=C(c1cc(COc2c(F)cccc2F)on1)N1CCC(c2ccncc2)CC1	11	12	-5	-1.8	100	5	-24	-3	15
COc1cc(O)c2c(=O)cc(-c3ccccc3)oc2c1	0	7	-1	0.2	105&105	-2	-7	9	20
CCOc1ccccc1N1CCN(C2=C(NS(=O)(=O)c3cccs3)C(=O)c3ccccc3C2=O)CC1	-3	-43	-17	0.1	86	0	-22	5	-15
Cc1cc(-c2nnc(SCc3cccnc3)o2)no1	-7	-8	4	0.2	102	3	-9	-1	9
Other records follow:
SMILES	GalR3 antagonist	CRFR2-BP antag	CHRM4 PAM	CRFBP-R2 agonist	MEKK3 PB1 HTS	IDE inh	pCIP destab	IDE cell activ	PHOSPHO1 inh
O=C(O)c1ccc(Cl)c(S(=O)(=O)NC(Cc2c[nH]c3ccccc23)C(=O)O)c1 (stereo unspecified)	-7	-17	4	-0.3	108	4	3	2	-7
Cc1cccc(C(=O)NC2=NCCS2)c1	1	4	0	0.5	96	4	-8	-9	34
CCCCOC(=O)Nc1ccc(S(=O)(=O)Nc2cc(C)nc(C)n2)cc1	2	9	-1	-1.1	110	1	-6	6	46
CCCSCC(=O)Nc1ncc2c(n1)-c1ccccc1CC2	-2	-1	3	2.9	96	-2	-4	0	16
CS(=O)(=O)N1N=C(c2cccs2)CC1c1ccccc1O (stereo unspecified)	-6	-7	-4	-5.6	77	1	-19	-5	60*
CCOc1ccc2nc(SCc3ccc(F)cc3)sc2c1	3	-15	4	-0.8	106	-1	-1	4	8
O=C(CN1CCCC1)Nc1ccccc1Sc1ccc(Cl)cc1	-3	-24	-3	5.5	87	5	11	0	2
CC(=O)CCC(=O)NC1CCCc2c1cnn2-c1ccc(C(C)(C)C)cc1 (stereo unspecified)	-9	-2	-3	-0.1	99	3	-23	-1	36
COC(=O)c1ccc(N=Nc2ccccc2)cc1	2	15	2	-0.3	98	5	9	-2	28
CCC(C)Sc1ccc([C@H]2N[C@@](C)(C(=O)OC)[C@H]3C(=O)N(C)C(=O)[C@@H]23)cc1 (stereo partly specified)	-7	2	0	0.2	.	4	.	0	.
C=CCn1c(Oc2ccccc2)nc2c1c(=O)n(C)c(=O)n2C	2	-167	7	106*	98	4	-6	-1	24
Sc1ccccc1N=Cc1cccs1	-2	31	-2	-0.6	.	.	.	.	.
COc1ccc(-c2nonc2NC(=O)c2ccco2)cc1OC	-7	17	3	0.2	102	-1	-3	5	48
O=C(O)c1c2c(nc3ccc(F)cc13)CCC2	.	7	6	0.3	110	2	0	-2	-9
Cc1cc(C(=O)N2CCCc3ccccc32)ccc1[N+](=O)[O-]	-10	-1	-9	1.7	101	-1	4	5	.
c1ccc(COc2ccc(CNCc3cccs3)cc2)cc1	-1	-26	-27	-3.1	108	0	-14	8	1
CC(C)(C)OC[C@H](NC(=O)c1[nH]cnc1C(=O)Nc1ccccc1F)C(=O)OC(C)(C)C	-7	12	-6	-1.0	.	.	.	.	.
CN(C(=O)c1cc(-c2cccs2)nn1-c1ccccc1)C1CCS(=O)(=O)C1 (stereo unspecified)	0	3	3	-0.2	.	.	.	.	.
CS(=O)Cc1cc(Sc2ccccc2)nc(-c2ccncc2)n1 (stereo unspecified)	-4	4	0	1.1	96	5	-10	-3	12
O=C(COc1ccc(F)cc1)N1CCc2ccccc2C1	-1	-6	-6	-0.5	94	3	-1	6	53
COc1cccc(N2[C@@H](CC(=O)O)c3ccccc3S2(=O)=O)c1	0	-12	1	0.0	102	5	.	-2	.
CC(=O)Nc1ccc(OCC(O)CN2C(C)CCCC2C)cc1 (stereo unspecified)	-2	18	-3	-0.5	101	4	2	5	-10
O=C(CCC(=O)c1cccs1)Nc1nc2ccccc2s1	-1	-10	5	1.9	.	-10	.	2	.
COCCCn1c(Cc2ccccc2)nnc1SCC(=O)N1CCCCC1	-7	2	-1	2.4	104	-1	-7	-5	21
Cc1nn(-c2ccccc2)c(-n2cccc2)c1C(=O)O	4	17	4	-1.1	100	8	0	-6	5

At a glance, 14 of the compounds above.
SMILES	GalR3 antagonist	CRFR2-BP antag	CHRM4 PAM	CRFBP-R2 agonist	MEKK3 PB1 HTS	IDE inh	pCIP destab	IDE cell activ	PHOSPHO1 inh
Sc1ccccc1N=Cc1cccs1	-2	31	-2	-0.6	.	.	.	.	.
COc1ccc(-c2nonc2NC(=O)c2ccco2)cc1OC	-7	17	3	0.2	102	-1	-3	5	48
O=C(O)c1c2c(nc3ccc(F)cc13)CCC2	.	7	6	0.3	110	2	0	-2	-9
Cc1cc(C(=O)N2CCCc3ccccc32)ccc1[N+](=O)[O-]	-10	-1	-9	1.7	101	-1	4	5	.
c1ccc(COc2ccc(CNCc3cccs3)cc2)cc1	-1	-26	-27	-3.1	108	0	-14	8	1
CC(C)(C)OC[C@H](NC(=O)c1[nH]cnc1C(=O)Nc1ccccc1F)C(=O)OC(C)(C)C	-7	12	-6	-1.0	.	.	.	.	.
CN(C(=O)c1cc(-c2cccs2)nn1-c1ccccc1)C1CCS(=O)(=O)C1 (stereo unspecified)	0	3	3	-0.2	.	.	.	.	.
CS(=O)Cc1cc(Sc2ccccc2)nc(-c2ccncc2)n1 (stereo unspecified)	-4	4	0	1.1	96	5	-10	-3	12
O=C(COc1ccc(F)cc1)N1CCc2ccccc2C1	-1	-6	-6	-0.5	94	3	-1	6	53
COc1cccc(N2[C@@H](CC(=O)O)c3ccccc3S2(=O)=O)c1	0	-12	1	0.0	102	5	.	-2	.
CC(=O)Nc1ccc(OCC(O)CN2C(C)CCCC2C)cc1 (stereo unspecified)	-2	18	-3	-0.5	101	4	2	5	-10
O=C(CCC(=O)c1cccs1)Nc1nc2ccccc2s1	-1	-10	5	1.9	.	-10	.	2	.
COCCCn1c(Cc2ccccc2)nnc1SCC(=O)N1CCCCC1	-7	2	-1	2.4	104	-1	-7	-5	21
Cc1nn(-c2ccccc2)c(-n2cccc2)c1C(=O)O	4	17	4	-1.1	100	8	0	-6	5

(next part)
SMILES	GalR3 antagonist	CRFR2-BP antag	CHRM4 PAM	CRFBP-R2 agonist	MEKK3 PB1 HTS	IDE inh	pCIP destab	IDE cell activ	PHOSPHO1 inh
CN(/N=C/c1cc(Cl)cc(Cl)c1O)C(=S)NC(C)(C)C	-2	7	14	0.5	84	-4	2	4	-10
CC(NC(=O)COC(=O)C1CC1C)c1ccccc1 (stereo unspecified)	-2	4	0	-2.7	.	-6	.	-1	.
CC(=O)N(C)c1ccc(N=Nc2ccc3ncccc3c2)cc1	-6	4	5	1.7	.	.	.	-3	.
CCCNc1c(NS(=O)(=O)c2ccc(C)cc2C)c(=O)oc2ccccc12	-4	8	3	-2.7	101	-3	-5	-3	21
COCCN(C(=O)COC(=O)c1ccc2c(c1)OCO2)c1c(N)n(Cc2ccccc2)c(=O)[nH]c1=O	-7	6	11	-1.7	.	.	.	.	.
O=C(COc1cc(F)ccc1[N+](=O)[O-])Nc1ccc2c(c1)OCO2	-5	10	10	-1.2	.	3	.	-2	.
CCCCCCOc1ccc(N2C(=O)CC(SCCN)C2=O)cc1 (stereo unspecified)	-4	-3	-6	-1.2	106	5	-2	1	34
CC1=CC2C(C3C=CC2(C)C(=O)C3(C)O)C(C)(O)C1=O (stereo unspecified)	2	-14	7	3.9	.	.	.	2	.
Cc1cccc(C)c1N1CCN(CCn2c(=S)[nH]c3ccccc3c2=O)CC1	-5	7	-3	-0.6	108	.	4	1	.
Cn1cc(Br)c(-c2cccc(N3C(=O)CCCC3=O)c2)n1	0	-7	6	0.8	85	6	-9	0	28

Random draw from the library; overall some 4.2% were active at least once.
